From PubChem BioAssay
CYP2C9 act – increases human cytochrome P450 2C9 activity; P11712; recombinant CYP2C9, luciferin-H conversion, luminescence; active compounds read high; factor 1 = untreated enzyme, 0 = blocked; activation factor at 5 µM; actives 1.4% (n = 96,000); AID 1024;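 active = activation factor of 2 or more for CYP2C9 at a 5 µM dose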;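 also: 0 = sulfaphenazole-blocked wells and 1 = vehicle-only wells; values of inactives mirror those of a sister screen read the other way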
Ecoli WT expand – growth inhibitors of E. coli BW25113 wild type. OD600 absorbance. growth inhibition, % at 100 µM. actives 0.15% (n = 98,000). AID 710;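 active = growth inhibition above about 50% at one test dose, limit read from the data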;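 also: growth measured after 20 h incubation at 37 °C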
PLAP act – activators of human placental alkaline phosphatase; AID 696; actives 1.2% (n = 96,000); activation fold at 20 µM; purified PLAP enzyme, luminescent substrate read-out; active compounds read high; P05187; in the data active = activation fold above about 2
EphB4 antag – EphB4-ephrin-B2 interaction antagonism; P54760; EphB4 LBD / TNYL-RAW-Alexa532 peptide, fluorescence polarization; inhibition, % at 7 µM; actives 0.15% (n = 97,000); AID 720;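 active = inhibition above the screen-wide mean inhibition plus 3 SD, cut at about 15% in these data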;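 also: 0% = DMSO wells and 100% = excess unlabeled TNYL-RAW peptide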
Target sequence (P54760 whole entry, looked up, the tested form may be a part): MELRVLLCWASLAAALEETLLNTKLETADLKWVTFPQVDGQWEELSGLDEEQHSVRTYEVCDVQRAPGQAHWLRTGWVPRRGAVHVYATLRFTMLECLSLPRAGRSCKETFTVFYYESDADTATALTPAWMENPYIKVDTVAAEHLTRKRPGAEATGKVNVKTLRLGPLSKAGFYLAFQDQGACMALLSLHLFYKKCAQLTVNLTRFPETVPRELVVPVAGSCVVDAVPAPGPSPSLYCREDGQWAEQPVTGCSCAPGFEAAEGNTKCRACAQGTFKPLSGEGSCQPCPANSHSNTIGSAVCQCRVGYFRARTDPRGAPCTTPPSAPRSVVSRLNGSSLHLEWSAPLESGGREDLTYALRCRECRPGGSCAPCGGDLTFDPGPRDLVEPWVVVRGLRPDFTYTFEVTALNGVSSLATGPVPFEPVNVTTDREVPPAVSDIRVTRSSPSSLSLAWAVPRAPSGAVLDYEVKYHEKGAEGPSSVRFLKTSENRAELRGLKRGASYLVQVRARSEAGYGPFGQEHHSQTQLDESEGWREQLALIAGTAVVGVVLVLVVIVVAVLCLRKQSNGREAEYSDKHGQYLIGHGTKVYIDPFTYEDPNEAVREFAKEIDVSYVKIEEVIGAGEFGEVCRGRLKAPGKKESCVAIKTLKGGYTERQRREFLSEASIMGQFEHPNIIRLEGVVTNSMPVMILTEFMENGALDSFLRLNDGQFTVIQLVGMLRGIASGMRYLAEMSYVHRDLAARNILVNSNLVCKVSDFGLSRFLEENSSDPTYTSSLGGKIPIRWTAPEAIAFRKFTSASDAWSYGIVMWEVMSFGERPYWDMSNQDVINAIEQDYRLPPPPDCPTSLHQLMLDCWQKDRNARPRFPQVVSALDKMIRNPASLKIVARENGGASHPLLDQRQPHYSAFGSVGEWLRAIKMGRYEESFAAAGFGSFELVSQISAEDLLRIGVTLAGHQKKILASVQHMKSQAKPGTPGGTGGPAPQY
PostGolgi yeast – growth inhibition of a yeast mutant, post-Golgi transport screen; actives 0.9% (n = 98,000); post-Golgi transport phenotypic cell assay; inhibition, % at 10 µM; in the data active = inhibition above about 30%;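 also: yeast cells grown in 1536-well plates; yeast grown about 18 h at 30C before absorbance read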
CYP2C9 inh – blocks human cytochrome P450 2C9; P11712; CYP2C9 Supersomes, luciferin-H conversion, luminescence; inhibition, % at 5 µM; actives 20% (n = 96,000);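 active = blocking of liver enzyme CYP2C9 beyond about 50% at 5 µM, limit read from the data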; also: values of inactives mirror those of a sister screen read the other way
CYP2C19 inhib – inhibitors of human CYP2C19. inhibition, % at 5 µM. actives 21% (n = 96,000). CYP2C19 Supersomes, luciferin-H EGE luminescence, 30 min;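 active = CYP2C19 inhibition above a set limit at 5 µM in the primary screen, cut at about 50% in these data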;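 also: plate controls were negative control wells for no effect and 2.5 mM tranylcypromine positive control for full effect; values of inactives mirror those of a sister screen read the other way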
CYP2C19 activ – activators of human cytochrome P450 2C19; recombinant CYP2C19, luciferin-H EGE luminescence; active compounds read high; 0 = fully inhibited enzyme, 1 = untreated enzyme; 96,000 tested, under 10 active; P33261; activation factor at 5 µM;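 active = activation factor of at least 2 at 5 µM in the primary screen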;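 also: 0 = wells with 2.5 mM tranylcypromine and 1 = vehicle-only wells; values of inactives mirror those of a sister screen read the other way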
Pyk2 oligo antag – blocks oligomerization of human Pyk2 in cells. Q293 cells, Pyk2 FERM NanoBiT luminescence; active compounds read low. z-score (the deposit names both 25 µM and 10 µM). AID 1347419. actives 0.83% (n = 99,000);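 active = Z-score of -3 or lower, scaled per plate to the spread of control and sample wells; inactive = z-score above -3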;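 also: negative z-score means lost luminescence so less FERM oligomerization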
The depositor's hits bear a star; / = no result given.

Preview (two entries):
Compound	CYP2C9 act	Ecoli WT expand	PLAP act	EphB4 antag	PostGolgi yeast	CYP2C9 inh	CYP2C19 inhib	CYP2C19 activ	Pyk2 oligo antag
CCn1c(=O)cc(OCC(=O)NC(C)c2ccc3c(c2)OCCO3)c2ccccc21 (stereo not drawn)	0.8	4	1.6	-7	9	16	10	0.9	0.96
O=C(CN1CCCN(Cc2ccc(F)cc2Cl)C1=O)NC1CCCCCC1	1	6	1.4	-5	-6	1	1	1	-0.78

The list itself, repeating the preview:
Compound	CYP2C9 act	Ecoli WT expand	PLAP act	EphB4 antag	PostGolgi yeast	CYP2C9 inh	CYP2C19 inhib	CYP2C19 activ	Pyk2 oligo antag
CCn1c(=O)cc(OCC(=O)NC(C)c2ccc3c(c2)OCCO3)c2ccccc21 (stereo not drawn)	0.8	4	1.6	-7	9	16	10	0.9	0.96
O=C(CN1CCCN(Cc2ccc(F)cc2Cl)C1=O)NC1CCCCCC1	1	6	1.4	-5	-6	1	1	1	-0.78
CCOc1ccc2nc(N3CCCC(C(=O)NCCCN4CCOCC4)C3)sc2c1 (stereo not drawn)	0.9	-3	1.7	/	9	9	21	0.8	/
CC1CCCN(S(=O)(=O)Cc2ccc(Cl)cc2)C1 (stereo not drawn)	1	0	0.8	-2	1	-1	97*	0	-0.4
O=C(CSCc1ccccc1)Nc1ccc2c(c1)OCO2	/	-1	/	0	0	/	/	/	-0.2
Cc1cc(C)c(CSc2ncc(-c3ccc([N+](=O)[O-])cc3)[nH]2)c(C)c1	0.3	-10	0.9	5	5	65*	34	0.7	-1.6
O=C(CN1CCC(O)CC1)N1c2ccccc2C=Cc2ccccc21	0.9	-1	1.2	/	0	13	17	0.8	0.41
CCC(C)(C)C1CCC(=NNC(=O)c2ccoc2C)CC1 (stereo not drawn)	0.9	7	0.9	-2	9	8	7	0.9	0.03
CCCCC(=O)Nc1cccc(NC(=O)c2ccc(Br)cc2)c1	0.9	-8	0.8	1	-4	13	28	0.7	-0.58
COc1ccc(N2C(=O)c3ccccc3NC23CCC(C)CC3)cc1 (stereo not drawn)	1	-13	1.2	7	-8	-2	-8	1.1	-0.64
Cc1cc(C(=O)OCCN2C(=O)c3ccccc3C2=O)c2ccccc2n1	0.2	-8	0.9	0	-2	75*	68*	0.3	-0.88
Cc1ccc(NC(=O)c2snc3c(=O)[nH]cnc23)cc1C	1.2	-8	0.8	3	0	-18	-12	1.1	/
Cc1nn2cc(-c3ccc(N)cc3)nc2s1	1.1	4	0.9	-3	-20	-10	-4	1	0.42
CCOC(=O)C(C)On1c(-c2ccccc2)nc2ccc([N+](=O)[O-])cc21 (stereo not drawn)	0.5	0	0.9	5	-5	50	38	0.6	-0.65
COc1ccc(C(=O)c2c[nH]c(C(=O)NCc3cccs3)c2)cc1	0.9	-9	0.9	-10	-11	10	2	1	1.1
C=CCn1c(=O)/c(=C/c2cc(OC)c(OC)c(OC)c2)s/c1=C(/C#N)c1nc2ccccc2n1C	1	-8	1.4	/	1	3	10	0.9	-1.3
COc1ccccc1C(=O)NCC(=O)Nc1ccccc1	0.9	1	0.9	-1	-7	9	51*	0.5	0.29
N#C/C(=C\c1cn(CCOc2ccccc2)c2ccccc12)C(=O)NCC1CCCO1 (stereo not drawn)	0.1	-3	1.4	-7	6	92*	58*	0.4	-2.3
C=CCN(CC=C)Cc1ccc(C(=O)OC)o1	0.9	2	1.2	-6	-5	11	29	0.7	-0.25
COc1ccc2[nH]c(=O)c(NC(N)=S)nc2c1	0.8	0	0.9	7	2	17	34	0.7	-0.41

Compound	CYP2C9 act	Ecoli WT expand	PLAP act	EphB4 antag	PostGolgi yeast	CYP2C9 inh	CYP2C19 inhib	CYP2C19 activ	Pyk2 oligo antag
CCOC(=O)c1cc2sccc2n1CC(=O)OC(C)C	0.1	5	1.4	3	0	88*	97*	0	-0.82
Cc1noc(C)c1S(=O)(=O)Nc1ccc(C(=O)N2CCN(c3ccc(Cl)cc3)CC2)cc1	1	-3	1.1	-1	3	3	1	1	1.5
CC(NC(=O)COC(=O)CCNC(=O)c1ccco1)C12CC3CC(CC(C3)C1)C2 (stereo not drawn)	0.4	8	1.6	-1	-11	56*	51*	0.5	1.2
COC(=O)c1cccc(N2C(=O)c3cccnc3C2=O)c1	1.1	-3	1.1	-2	3	-5	-1	1	0.03
Cc1cccc2cc(CN(CCN3CCOCC3)C(=O)NCc3ccccc3)c(=O)[nH]c12	0.8	-4	1.6	-3	16	17	28	0.7	0.72
Cc1ccc(NCc2nnc(SCC(=O)Nc3ncc(C)s3)n2Cc2ccco2)c(C)c1	1	-5	1	/	0	2	9	0.9	0.04
O=c1cc(NCCCO)c2ccccc2o1	1	4	1	3	-3	-1	-9	1.1	-0.01
Cc1cc(C)n(-c2nc(NC(C)C)nc(NC(C)C)n2)n1	0.9	17	1.1	-5	-19	12	4	1	1.9
CCCCOC(=O)C1=C(C)Nc2ncnn2C1c1ccc(OC)c(OC)c1OC (stereo not drawn)	/	-5	/	0	4	/	/	/	-0.53
c1csc(-c2nc(-c3ccncc3)no2)c1	0.9	9	0.8	/	1	11	72*	0.3	-0.15
C[C@H](NC(=O)NCc1cccs1)C(=O)O	0.9	0	1	0	-33	8	8	0.9	0.46
CC(C)Cn1c(CCCNC(=O)c2ccc(F)cc2)nc2ccccc21	0.9	5	1.1	-1	10	6	23	0.8	/
CCN(CCNC(=O)c1cc(C)nn1-c1ccccc1)c1ccccc1	0.8	6	1.6	/	-11	16	79*	0.2	/
CCC(=O)Nc1ccc(C(=O)CSc2nnc(CNc3ccc(Cl)cc3)o2)cc1OC	1.4	-6	0.8	-6	23	-45	11	0.9	-0.97
Cc1nc(C)c(C(=O)OCC(=O)N2CCN(c3ccccc3)CC2)s1	0.9	8	1.5	-11	-6	10	34	0.7	0.53
O=C(c1ccco1)N1CCN(CC2CC3C=CC2C3)CC1 (stereo not drawn)	1.1	-1	0.9	-7	0	-7	10	0.9	0.17
Cc1c(NC(=O)c2ccc3c(c2)OCO3)cccc1-c1nc2ccccc2s1	1	-10	0.9	-2	5	-4	-12	1.1	0.36
COCc1c(Br)c(C)nc(OCC(=O)O)c1C#N	0.9	1	1	0	-3	9	5	0.9	-0.51
Cc1nonc1NC(=O)CSc1nnc(-c2ccoc2C)n1CC(C)C	0.9	2	1	0	-3	14	76*	0.2	0.37
Cc1ccc2[nH]c3c(c2c1)CN(C(=O)CN1c2ccc(F)cc2CCC1C)CC3 (stereo not drawn)	0.5	4	1.2	6	7	46	29	0.7	-1.1

Compound	CYP2C9 act	Ecoli WT expand	PLAP act	EphB4 antag	PostGolgi yeast	CYP2C9 inh	CYP2C19 inhib	CYP2C19 activ	Pyk2 oligo antag
Cc1ccc(N2C(=O)S/C(=C/c3cn(C)c4ccccc34)C2=O)cc1	1.3	-17	0.9	7	2	-34	-8	1.1	/
CCN(CCNC(=O)CC1Oc2ccccc2NC1=O)c1ccccc1 (stereo not drawn)	1.6	2	1	2	0	-62	61*	0.4	/
CC(=O)NC(=S)Nc1ccc(NC(=O)COc2ccc(Cl)cc2Cl)cc1	1.2	-13	1.1	-5	-3	-16	3	1	3.8
O=C(CN(Cc1ccco1)C(=O)c1cccc(Cl)c1)Nc1c(Cl)cc(Cl)cc1Cl	0.4	-7	1.3	-6	-2	62*	51*	0.5	-1.9
O=c1[nH]c2cc3c(cc2cc1CN(CCO)S(=O)(=O)c1ccccc1Cl)OCCO3	0.2	0	1	2	13	77*	30	0.7	0.08
Cc1ccccc1CSc1nncn1N	0.9	6	1.2	4	-15	12	3	1	-0.35
CC1CCN(CCNC(=O)CCS(=O)(=O)c2ccc(Br)cc2)CC1	0.9	-5	1.2	/	0	13	6	0.9	-0.15
CN(C)/N=C/C=C1\CC/C(=C\c2ccc(Br)cc2)C1=O	1.1	-4	0.6	-8	-7	-11	54*	0.5	0.64
COc1cccc(N2CCN(C(=O)NC3CCCCC3)CC2)c1	0.4	-2	1.1	2	8	56*	30	0.7	-1
O=C(Cc1ccc(S(=O)(=O)N2CCOCC2)s1)NCCC(c1ccccc1)c1ccccc1	0.3	-11	1.6	-2	0	72*	42	0.6	0.12
COc1nnc(-c2ccc(N3CCOCC3)c(NC(=O)C3CCCCC3)c2)c2ccccc12	0.6	10	1.4	-5	-2	41	24	0.8	-0.48
CSc1nsc(SC)c1NC(=O)N1CCCC1	1	5	0.9	-9	-2	0	6	0.9	0.07
Cc1ccc(NC(=O)CSCC(N)=O)cc1C	1.1	7	0.9	1	4	-14	12	0.9	0.72
CC(=O)N1CCN(c2ccc(S(=O)(=O)N3CCCCC3)cn2)CC1	/	-3	/	-4	8	/	/	/	0.06
CN1CCN(CCCNC(=O)Cn2nc(-c3ccccc3)ccc2=O)CC1	1.1	1	1.4	/	41*	-15	-10	1.1	0.1
Cc1onc(-c2c(F)cccc2Cl)c1C(=O)Nc1nnc(C2CC2)s1	0.4	-4	1.2	0	-6	63*	62*	0.4	-1.8
COc1ccc(C2(C(=O)Nc3ccc(C(=O)N4CCOCC4)cc3)CCOCC2)cc1	0.6	-7	1.7	3	-18	36	37	0.6	0.61
COCCCNC(=O)CS(=O)(=O)Cc1nc(-c2ccccc2C)oc1C	0.9	-6	1.3	4	8	9	11	0.9	/
Nc1c(C(=O)NC2CCCCC2)nsc1C(=O)OCC(=O)NC1CCCCC1	0.8	-11	1	-5	-8	21	3	1	0.41
Cc1nnc(SCC(=O)NCCOc2ccc(Cl)cc2)n1-c1ccccc1	0.6	-2	1.8	1	4	37	96*	0	-0.04

Compound	CYP2C9 act	Ecoli WT expand	PLAP act	EphB4 antag	PostGolgi yeast	CYP2C9 inh	CYP2C19 inhib	CYP2C19 activ	Pyk2 oligo antag
COc1ccc(Cn2nnnc2C(c2ccccc2)N2CCN(C3CCCC3)CC2)cc1 (stereo not drawn)	0.9	-5	2*	/	-6	11	78*	0.2	0.16
COC(=O)CSc1nnc(-c2ccc(S(=O)(=O)NCc3cccs3)cc2)o1	0.7	-10	0.9	-8	0	34	12	0.9	1
CCC(C)NS(=O)(=O)c1ccc(S(=O)(=O)Nc2cc3c(cc2C(C)=O)OCO3)cc1 (stereo not drawn)	0.7	1	1	-5	4	28	33	0.7	1.4
Nc1ccc2c(c1)C(=O)N(CCCC(=O)O)C2=O	1.1	-2	1.3	4	-19	-7	4	1	0.66
COc1ccc2nc(NC(=O)c3cccc(OCc4c(C)noc4C)c3)sc2c1	0.8	-7	1.3	/	18	17	10	0.9	-2.8
O=C(CCN1C(=O)c2ccccc2C1=O)N1CCN(c2ccccc2)CC1	0.7	-9	1.1	/	-7	27	49	0.5	0.62
CCOC(=O)c1c(NC(=O)Cn2cnc([N+](=O)[O-])n2)sc2c1CCC(C)C2 (stereo not drawn)	0.8	-5	1	-1	10	24	25	0.8	-0.12
NC(=O)CN1CCOCCOCCOCCOCCOCC1	0.9	-8	1	2	0	5	-7	1.1	0.37
CC(Sc1nnc(-c2cccs2)n1-c1ccccc1)C(=O)NCc1ccc2c(c1)OCO2 (stereo not drawn)	0.1	-8	1.1	7	16	93*	75*	0.3	-1.8
O=C(C1CCCN1S(=O)(=O)c1cccc2cccnc12)N1CCn2c1nc1ccccc12 (stereo not drawn)	0.4	-5	1.4	3	18	58*	0	1	/
COc1ccc(S(=O)(=O)NC2CCCC2)c(Cl)c1Cl	0.5	-10	0.7	-30	-24	54*	98*	0	-1.1
Cc1cccc(C(=O)N2CCN(Cc3ccc4c(c3)OCO4)CC2)c1	0.6	2	1.4	2	9	38	92*	0.1	/
Cc1noc(C)c1Cc1ccc(O)cc1	0.7	6	1	-3	16	31	23	0.8	-0.41
O=S(=O)(c1ccc(S(=O)(=O)N2CCN(C/C=C/c3ccccc3)CC2)cc1)N1CCCC1	1	2	1.1	-6	13	-2	-4	1	0.39
CCc1nc2oc(C(=O)c3ccccc3)c(N)c2c2c1COC(C)(C)C2	1	-3	0.9	-1	0	4	0	1	0.07
CCOC(=O)C(C)c1ccc2cc(OC)ccc2c1 (stereo not drawn)	1.3	-2	0.9	-1	-4	-28	52*	0.5	0
Cc1ccc(/C=N/Nc2nc(Cl)c(Cl)cc2Cl)s1	0.9	-5	1.5	-3	3	5	11	0.9	0.25
